E coli Lon inh: inhibits E. coli Lon protease | inhibition, % at 7.94 µM | actives 0.42% (n = 360,000) | purified E. coli Lon protease, fluorescence polarization; in the data active = inhibition above about 13%, passing the limit was not always enough;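 note: 0% = enzyme with probe and DMSO and 100% = no enzyme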
FAS TE block: inhibitors of human fatty acid synthase thioesterase domain; inhibition, % at 15 µM; recombinant FAS-TE, OMFH fluorogenic substrate, fluorescence endpoint; actives 0.67% (n = 360,000); P49327;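 active = compounds whose normalised, plate-corrected inhibition of enzyme fluorescence in the single-dose primary screen is 50% or more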;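 note: 0% = DMSO with enzyme and 100% = substrate without enzyme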
Rin1 Abl inh: blocks binding of human Rin1 to Abl. P00519+Q13671. TR-FRET Rin1/Abl binding, biochemical. inhibition, % at 7.35 µM. actives 0.4% (n = 360,000); in the data active = inhibition above about 5%, passing the limit was not always enough
MT1-MMP act inh: MT1-MMP (human) activation inhibition; HT1080 RFP-PRO-GFP cells, GFP/RFP ratio fluorescence, overnight; percent of plate control window, DMSO zero; P50281; actives 0.061% (n = 360,000); GFP/RFP ratio change, % at 20 µM;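 active = GFP/RFP ratio change of at least 30% with cell ATP level not reduced by more than half and red fluorescence within 50% of control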; note: strong numbers were not always called active
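Assay system: HT1080 RFP-PRO-GFP cells. Benchmarks: DMSO vehicle wells and RFP-L50D-GFP reporter cell wells. Times: overnight cell settling, then overnight compound exposure, 37 °C, 5% CO2. Compound: 20 µM single dose, 1% DMSO. Read-out basis: GFP/RFP fluorescence ratio.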
MsrA inhibitor: inhibitors of bovine MsrA | purified bovine MsrA, absorbance read-out | inhibition, % at 15.5 µM | actives 0.75% (n = 360,000); in the data active = inhibition above about 4.5%;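 note: 0% = vehicle wells with enzyme and 100% = reference inhibitor wells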
SKN-1 block: inhibitors of C. elegans SKN-1; actives 0.49% (n = 360,000); C. elegans VP596 Pgst-4::GFP/RFP ratio, acrylamide-induced, 24 h; inhibition, % at 21.8 µM;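 active = interference check ratio from 0.5 to 1.5 plus GFP to RFP signal ratio inhibition reaching or exceeding a fixed threshold, cut at about 30% in these data, passing the limit was not always enough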; note: some compounds called inactive have numbers as strong as hits
bovine MsrA act: activates bovine MsrA enzyme; activation, % at 10.6 µM; purified bovine MsrA, absorbance read-out; actives 0.3% (n = 360,000); AID 602163; in the data active = activation above about 7.5%;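 note: 0% = vehicle and 100% = reference activator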
Neddyl block: cullin neddylation inhibition. P61081+Q13564. calls only at 25 µM. TR-FRET cullin neddylation, biochemical. actives 0.58% (n = 360,000); in the data active = inhibition above about 36%
NRP1-CendR mod: NRP-1/CendR interaction modulation | O14786 | FAM-RPARPAR peptide binding to NRP-1, fluorescence polarization | AID 602438 | actives 0.85% (n = 360,000) | inhibition, % at 25 µM;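 active = inhibition or corrected inhibition above about 18%, plus a signal ratio from 0.5 to 1.5, limit read from the data, passing the limit was not always enough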; note: strong numbers were not always called active
Target sequence (O14786 whole entry, looked up): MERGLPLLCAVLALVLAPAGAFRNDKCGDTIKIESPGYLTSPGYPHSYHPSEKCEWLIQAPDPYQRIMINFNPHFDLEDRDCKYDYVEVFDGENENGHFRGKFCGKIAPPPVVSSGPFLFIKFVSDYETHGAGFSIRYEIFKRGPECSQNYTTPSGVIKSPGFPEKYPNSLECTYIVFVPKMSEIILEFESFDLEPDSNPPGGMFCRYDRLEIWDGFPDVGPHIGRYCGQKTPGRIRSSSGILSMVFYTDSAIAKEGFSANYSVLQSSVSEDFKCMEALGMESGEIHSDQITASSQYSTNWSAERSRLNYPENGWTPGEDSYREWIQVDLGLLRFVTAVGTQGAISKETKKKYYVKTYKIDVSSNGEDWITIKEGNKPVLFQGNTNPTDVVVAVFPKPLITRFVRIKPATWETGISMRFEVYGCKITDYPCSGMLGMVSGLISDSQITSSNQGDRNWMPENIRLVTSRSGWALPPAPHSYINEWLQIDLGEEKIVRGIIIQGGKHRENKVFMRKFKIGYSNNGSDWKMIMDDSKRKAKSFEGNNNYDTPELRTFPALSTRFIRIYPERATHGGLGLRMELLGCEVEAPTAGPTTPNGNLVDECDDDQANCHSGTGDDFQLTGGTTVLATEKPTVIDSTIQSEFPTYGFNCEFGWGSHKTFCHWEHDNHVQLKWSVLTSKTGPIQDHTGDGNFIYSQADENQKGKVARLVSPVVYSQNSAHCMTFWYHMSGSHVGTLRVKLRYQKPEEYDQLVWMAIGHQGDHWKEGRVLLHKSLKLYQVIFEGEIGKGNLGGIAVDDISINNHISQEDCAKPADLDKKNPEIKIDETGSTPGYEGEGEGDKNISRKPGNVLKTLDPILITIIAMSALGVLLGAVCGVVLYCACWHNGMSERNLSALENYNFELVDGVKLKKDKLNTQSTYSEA
An asterisk follows results filed as active; i = inactive; x = not tested or not shown.

SMILES	E coli Lon inh	FAS TE block	Rin1 Abl inh	MT1-MMP act inh	MsrA inhibitor	SKN-1 block	bovine MsrA act	Neddyl block	NRP1-CendR mod
N#Cc1c2c(c(NCCCN3CCOCC3)n3c1nc1ccccc13)CCC2	-5	-1	-6	-11	0.8	-9	-4	x	6
CCCCN(CC)CCCNC(=O)CC1Oc2ccccc2NC1=O (stereo not drawn)	12	-8	2	-2	1.0	3	-2	i	0
CC(Sc1n[nH]c(-c2ccccc2)n1)C(=O)c1c(N)n(C)c(=O)n(C)c1=O (stereo not drawn)	-4	-6	0	5	-0.1	-12	-5	i	2
COc1ccc(O)c(/C=C(\C#N)C(=O)Nc2cccnc2)c1	-6	-12	-5	-2	-0.7	4	-2	i	5
COc1ccc(NC(=O)Cn2cnc3sc(C)c(S(=O)(=O)N4CCOCC4)c3c2=O)cc1Cl	3	0	6	4	0.1	8	-1	i	4
c1ccc(N(c2ccccc2)c2nc(-n3ccnc3)nc(-n3ccnc3)n2)cc1	-4	17	0	-7	1.9	16	-3	i	0
CCOc1ccc(C(=O)CCC(=O)N2CCN(c3ccccc3O)CC2)cc1	-6	1	3	-2	0.6	-25	-7	i	-29
Cc1cccc(NS(=O)(=O)c2ccc(NC(=O)CN(c3cc([N+](=O)[O-])ccc3C)S(C)(=O)=O)cc2)c1	4	26	4	-6	0.8	-11	-12	i	-18
Cc1cc(F)ccc1S(=O)(=O)Nc1ccc(O)c(Sc2ncn[nH]2)c1	2	-18	1	-1	-1.1	7	1	i	-1
O=S(=O)(c1ccccc1)N1N=C(c2cccs2)CC1c1ccc(F)cc1 (stereo not drawn)	-6	24	-2	-4	3.4	-8	-3	i	2
CCC1CCCCN1C(=O)c1ccc2nc(Cc3ccc(OC)cc3)oc2c1 (stereo not drawn)	0	1	0	1	-0.2	-3	-1	i	3
COCCCNC(=O)c1c(F)c(F)c(F)c(F)c1F	1	-7	0	0	-1.0	12	-1	i	8
O=C(Nc1ccc(Cl)cc1)Nc1ccccc1NS(=O)(=O)c1cccs1	1	13	0	-1	0.4	15	-3	i	-4
CCOC(=O)c1c(NC(=O)/C=C\C(=O)O)sc(C)c1-c1ccccc1	1	3	4	-4	2.8	0	-13	i	-14
CN(Cc1ccc(Cl)cc1)C(=O)CNC(=O)C12CC3CC(CC(C3)C1)C2	-9	9	1	16	-0.5	-6	-3	i	11
CCCCC(c1nnnn1CS(=O)(=O)c1ccc(C)cc1)N1CCC(C(N)=O)CC1 (stereo not drawn)	-7	-4	0	-6	0.1	1	0	i	-7
O=C(N/N=C/c1c(O)n(Cc2ccco2)c(=O)[nH]c1=O)c1ccccc1	-35	5	-1	-1	4.3	6	-4	i	-56
NNC(=O)c1cnn(Cc2ccccc2)c1N	-1	-1	2	-6	0.2	16	1	i	13
COC(=O)c1c(NC(C)=O)sc(Cc2ccccc2)c1C	0	4	-1	0	-0.1	-6	-10	i	15
Cc1cccc(OCC(=O)Nc2cccc(-c3nnc(-c4ccccc4)o3)c2)c1C	-1	-6	-1	3	-0.2	10	-1	i	2
COc1ccc(-c2nnn(CC(=O)N(Cc3cccs3)C(C)C(=O)NCCC(C)C)n2)cc1OC (stereo not drawn)	6	7	0	-1	0.4	13	1	i	12
Cc1ccc(SCCC(=O)OCC(=O)NCC2CCCCC2)cc1	-3	-4	0	0	-0.2	1	-9	i	-21
O=C(COC(=O)c1ccc([N+](=O)[O-])o1)NC12CC3CC(CC(C3)C1)C2	-4	4	-1	-5	-0.4	7	3	i	-21
CC(=O)Oc1ccc(Cl)cc1/C=C/c1ccc2ccccc2n1	6	24	-4	-11	1.9	-3	-2	x	-14
CCOc1ccc(S(=O)(=O)/N=C(/Nc2ccc(C)c(S(=O)(=O)N3CCOCC3)c2)c2ccccc2)cc1	1	37	-2	2	1.4	-5	5	i	13

Going on with the list.
SMILES	E coli Lon inh	FAS TE block	Rin1 Abl inh	MT1-MMP act inh	MsrA inhibitor	SKN-1 block	bovine MsrA act	Neddyl block	NRP1-CendR mod
COc1cccc(/C=C(/C(=O)OCC(=O)NC2CCCC(C)C2C)c2ccccc2)c1 (stereo not drawn)	-5	32	0	-3	0.4	12	-4	i	7
O=C(c1ccccn1)N(Cc1cc2ccccc2[nH]c1=O)C1CCCCC1	-5	-4	-2	-4	1.4	13	-3	i	7
c1ccc(CNc2cccnc2)cc1	3	-6	-1	1	-0.1	12	-2	i	2
O=C(Cc1ccc(Br)cc1)OCC(=O)c1ccc2c(c1)OCCO2	-1	17	-2	2	0.5	23	-5	i	0
CNC(=O)Nc1ccccc1C(=O)Nc1ccccc1	4	-4	0	7	-0.8	-7	-8	i	-6
O=C(C1=C(O)C(=O)N(CCOCCO)C1c1cccc([N+](=O)[O-])c1)c1cccs1 (stereo not drawn)	-3	-8	-5	3	5.0*	-11	-8	i	6
CCCNC(=O)C1(C)CCCN(Cc2ccc(-n3ccnc3)cc2)C1 (stereo not drawn)	-11	-10	-3	3	-0.5	9	-3	i	6
CC(=O)NC/C(C)=N\Nc1ccc([N+](=O)[O-])cc1	-12	-45	-4	-59	2.3	10	-2	i	-16
COc1ccc2nc(Nc3ccc4c(c3)OCO4)sc2c1	4	11	1	0	1.0	-10	-3	i	-3
O=C1C=C(c2ccnc3cc(Cl)ccc23)C[C@@H](c2ccc3c(c2)OCO3)C1	15	27	0	10	0.1	24	-2	i	10
CC(=NCCN1CCOCC1)C1=C(O)c2ccccc2C1=O	1	-8	1	7	2.6	-11	-2	i	8
N#Cc1nc(-c2cccc3ccccc23)oc1N1CCCCC1	4	-2	-1	-2	-1.0	5	1	x	-4
CCOC(=O)c1c(NC(=O)CSc2nc3ccc(OC)cc3[nH]2)sc2c1CC(C)(C)NC2(C)C	7	3	3	-6	-1.4	-16	-7	i	3
NC(CC(=O)O)c1ccc(F)cc1 (stereo not drawn)	-2	-10	0	-2	1.6	8	-6	i	13
C/C=C/C=C\C(=O)Nc1cccc(C2=NOC3(C2)C[C@@H](C(N)=O)N(C(=O)c2cc([N+](=O)[O-])cc([N+](=O)[O-])c2)C3)c1 (stereo partly drawn)	3	8	-1	5	0.9	-15	1	i	-15
CN(CCOc1ccc(Cl)cc1)C(=O)c1cc([N+](=O)[O-])ccc1N1CCOCC1	-10	50	-5	-3	1.1	0	-3	i	4
Cn1nccc1NC(=O)Nc1cccc(Cl)c1Cl	3	-1	1	5	0.4	-9	-7	i	12
COc1ccc(CN2CCCC(CO)(Cc3cccc(Cl)c3)C2)cc1OC (stereo not drawn)	-3	1	5	2	1.0	3	-1	i	-5
CC1CN(C(=O)c2cccc(S(=O)(=O)N3CCOCC3)c2)CC(C)O1 (stereo not drawn)	-2	-8	-2	1	0.7	-6	-9	i	15
O=C(CCN1CCCO1)N1CCCC(N2CCN(c3ccccc3F)CC2)C1 (stereo not drawn)	1	-4	0	3	0.4	5	-1	i	4
Cc1nc2c(c(C)c1C#N)C(=O)c1ccccc1-2	-8	1	3	-1	0.0	2	-2	i	-1
Cc1ccc(C)c(CN2CCCNC2=O)c1	1	-8	-2	1	0.5	17	-3	i	-2
O=C(CN1C(=O)NC2(CCCCCC2)C1=O)c1ccc(Cl)cc1	-7	0	3	0	-0.6	6	-1	i	4
Cn1c(N)c(C(=O)COC(=O)COc2ccc(Cl)cc2)c(=O)n(C)c1=O	2	-1	1	-1	-0.6	7	-1	i	4
NCCSC1CC(=O)N(c2ccc(Cl)c(Cl)c2)C1=O (stereo not drawn)	-10	-1	1	1	-0.1	12	0	i	1

Individual results from the entries so far.
`CNC(=O)Nc1ccccc1C(=O)Nc1ccccc1` in SKN-1 block has -7
`CCOC(=O)c1c(NC(=O)CSc2nc3ccc(OC)cc3[nH]2)sc2c1CC(C)(C)NC2(C)C` in NRP1-CendR mod has 3

16 entries from above, in markdown.
| Molecule | E coli Lon inh | FAS TE block | Rin1 Abl inh | MT1-MMP act inh | MsrA inhibitor | SKN-1 block | bovine MsrA act | Neddyl block | NRP1-CendR mod |
| --- | --- | --- | --- | --- | --- | --- | --- | --- | --- |
| CCOc1ccc(S(=O)(=O)/N=C(/Nc2ccc(C)c(S(=O)(=O)N3CCOCC3)c2)c2ccccc2)cc1 | 1 | 37 | -2 | 2 | 1.4 | -5 | 5 | i | 13 |
| COc1cccc(/C=C(/C(=O)OCC(=O)NC2CCCC(C)C2C)c2ccccc2)c1 (stereo not drawn) | -5 | 32 | 0 | -3 | 0.4 | 12 | -4 | i | 7 |
| O=C(c1ccccn1)N(Cc1cc2ccccc2[nH]c1=O)C1CCCCC1 | -5 | -4 | -2 | -4 | 1.4 | 13 | -3 | i | 7 |
| c1ccc(CNc2cccnc2)cc1 | 3 | -6 | -1 | 1 | -0.1 | 12 | -2 | i | 2 |
| O=C(Cc1ccc(Br)cc1)OCC(=O)c1ccc2c(c1)OCCO2 | -1 | 17 | -2 | 2 | 0.5 | 23 | -5 | i | 0 |
| CNC(=O)Nc1ccccc1C(=O)Nc1ccccc1 | 4 | -4 | 0 | 7 | -0.8 | -7 | -8 | i | -6 |
| O=C(C1=C(O)C(=O)N(CCOCCO)C1c1cccc([N+](=O)[O-])c1)c1cccs1 (stereo not drawn) | -3 | -8 | -5 | 3 | 5.0* | -11 | -8 | i | 6 |
| CCCNC(=O)C1(C)CCCN(Cc2ccc(-n3ccnc3)cc2)C1 (stereo not drawn) | -11 | -10 | -3 | 3 | -0.5 | 9 | -3 | i | 6 |
| CC(=O)NC/C(C)=N\Nc1ccc([N+](=O)[O-])cc1 | -12 | -45 | -4 | -59 | 2.3 | 10 | -2 | i | -16 |
| COc1ccc2nc(Nc3ccc4c(c3)OCO4)sc2c1 | 4 | 11 | 1 | 0 | 1.0 | -10 | -3 | i | -3 |
| O=C1C=C(c2ccnc3cc(Cl)ccc23)C[C@@H](c2ccc3c(c2)OCO3)C1 | 15 | 27 | 0 | 10 | 0.1 | 24 | -2 | i | 10 |
| CC(=NCCN1CCOCC1)C1=C(O)c2ccccc2C1=O | 1 | -8 | 1 | 7 | 2.6 | -11 | -2 | i | 8 |
| N#Cc1nc(-c2cccc3ccccc23)oc1N1CCCCC1 | 4 | -2 | -1 | -2 | -1.0 | 5 | 1 | x | -4 |
| CCOC(=O)c1c(NC(=O)CSc2nc3ccc(OC)cc3[nH]2)sc2c1CC(C)(C)NC2(C)C | 7 | 3 | 3 | -6 | -1.4 | -16 | -7 | i | 3 |
| NC(CC(=O)O)c1ccc(F)cc1 (stereo not drawn) | -2 | -10 | 0 | -2 | 1.6 | 8 | -6 | i | 13 |
| C/C=C/C=C\C(=O)Nc1cccc(C2=NOC3(C2)C[C@@H](C(N)=O)N(C(=O)c2cc([N+](=O)[O-])cc([N+](=O)[O-])c2)C3)c1 (stereo partly drawn) | 3 | 8 | -1 | 5 | 0.9 | -15 | 1 | i | -15 |

The list goes on.
SMILES	E coli Lon inh	FAS TE block	Rin1 Abl inh	MT1-MMP act inh	MsrA inhibitor	SKN-1 block	bovine MsrA act	Neddyl block	NRP1-CendR mod
c1ccc(OCCN2CCN(Cc3nc(-c4ccc5c(c4)OCO5)no3)CC2)cc1	-2	8	3	0	0.7	-3	-6	i	-1
CSCCC(NS(=O)(=O)c1ccccc1F)C(=O)NC(C)c1ccccc1 (stereo not drawn)	-3	0	-4	-2	1.2	-1	-7	i	-1
COc1ccc2c(c1)C1(Nc3ccccc3-c3nc4ccccc4n31)C(=O)N2C (stereo not drawn)	-5	-3	-3	-2	0.8	8	-1	i	-3
O=C(O)CCC(=O)NCc1cn(-c2ccccc2)nc1-c1cccc(Br)c1	-7	-3	-3	11	0.1	0	-3	i	9
Cc1ccc(S(=O)(=O)NNC(=O)c2ccoc2C)cc1	-1	-1	2	-3	0.0	9	-3	i	6
CN1C(=O)C(O)(CC(=O)c2cccs2)c2ccccc21 (stereo not drawn)	-2	-7	1	2	1.5	3	-3	i	0
